Compound activity: PubChem, several laboratories
M4 PAM: human M4 muscarinic receptor positive allosteric modulators, primary screen, CHO-K1 cells, Fluo-8 calcium fluorescence; Muscarinic acetylcholine receptor M4 (Homo sapiens), P08173; CHO-K1 hM4/Gqi5, ACh EC20; 0% = ACh EC20, 100% = maximal ACh; activation, % at 3 µM; 360,000 compounds, 0.4% hits; AID 624126, 2012;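 active = activation above its plate's cutoff, the mean activation of sample wells plus 3 SD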; also: some results filed as inactive read as strong as hits
Target sequence (P08173 whole entry, looked up): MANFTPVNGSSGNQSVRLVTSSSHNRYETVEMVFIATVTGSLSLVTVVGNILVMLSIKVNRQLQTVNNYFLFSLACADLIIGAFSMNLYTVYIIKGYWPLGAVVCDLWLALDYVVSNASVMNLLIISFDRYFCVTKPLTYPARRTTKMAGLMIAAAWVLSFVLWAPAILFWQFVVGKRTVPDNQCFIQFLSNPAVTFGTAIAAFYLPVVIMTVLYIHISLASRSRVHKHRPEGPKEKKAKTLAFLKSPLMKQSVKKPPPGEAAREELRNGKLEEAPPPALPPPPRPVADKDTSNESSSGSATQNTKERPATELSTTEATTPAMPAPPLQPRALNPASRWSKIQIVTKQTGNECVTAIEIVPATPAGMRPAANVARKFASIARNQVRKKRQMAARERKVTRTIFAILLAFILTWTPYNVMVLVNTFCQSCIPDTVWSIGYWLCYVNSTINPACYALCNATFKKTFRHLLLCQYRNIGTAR
CHRM1 PAM: human M1 muscarinic receptor positive allosteric modulators, primary screen, CHO-K1 cells, Fluo-8 calcium fluorescence, 1536-well | Muscarinic acetylcholine receptor M1 (Homo sapiens), P11229 | CHO-K1 hM1, ACh EC20; 0% = ACh EC20, 100% = maximal ACh | activation, % at 3 µM | 360,000 compounds, 0.088% hits; in the data active = activation above about 19%, passing the limit was not always enough
Target sequence (P11229 whole entry, looked up): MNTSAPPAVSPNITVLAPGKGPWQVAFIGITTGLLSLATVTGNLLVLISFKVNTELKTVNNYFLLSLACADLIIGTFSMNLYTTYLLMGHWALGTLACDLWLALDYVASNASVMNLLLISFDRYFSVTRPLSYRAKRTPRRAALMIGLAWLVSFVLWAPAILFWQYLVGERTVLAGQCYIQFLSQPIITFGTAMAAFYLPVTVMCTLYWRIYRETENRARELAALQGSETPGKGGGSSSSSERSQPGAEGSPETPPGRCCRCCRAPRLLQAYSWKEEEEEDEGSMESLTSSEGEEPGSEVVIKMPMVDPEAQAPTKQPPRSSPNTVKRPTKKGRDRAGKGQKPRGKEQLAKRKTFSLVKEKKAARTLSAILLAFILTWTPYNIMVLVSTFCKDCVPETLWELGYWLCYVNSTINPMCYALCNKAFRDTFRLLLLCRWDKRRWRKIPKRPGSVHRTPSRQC
M5 PAM: human M5 muscarinic receptor positive allosteric modulators, primary screen, CHO-K1 cells, Fluo-8 calcium fluorescence; Muscarinic acetylcholine receptor M5 (Homo sapiens), P08912; CHO-K1 hM5, ACh EC20 PAM; 0% = ACh EC20, 100% = ACh EC100; activation, % at 3 µM; 360,000 compounds, 0.3% hits;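 active = activation above the run cutoff, the mean activation of all test compounds plus 3 SD, cut at about 18% in these data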
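System: CHO-K1 cell line with stable human muscarinic M5 receptor expression | Also added: EC20 acetylcholine as agonist stimulus | Compound: One concentration, 3 µM final (nominal) | Timing: Fluo-8 loading 80 min at 37 °C plus 30 min room temperature | Measured by: Fluo-8 calcium dye fluorescence, kinetic read | Read-out basis: % activation, ACh-normalized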
CRFBP-R2 block: antagonists of CRF-BP/CRF-R2 complex, primary screen, cell-based, HEK293, calcium dye fluorescence, uHTS; CRF-induced calcium fluorescence; inhibition, % at 11.8 µM; 350,000 compounds, 0.59% hits; AID 588475, 2011;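 active = inhibition of the ligand-induced calcium signal above about 50% at the single tested concentration, limit read from the data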
M4 antag: human M4 muscarinic receptor antagonists, primary screen, CHO cells, Fluo-8 calcium fluorescence. CHO-hM4 cells, ACh EC80. inhibition, % at 3 µM. 360,000 compounds, 0.73% hits;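 active = inhibition above its plate's cutoff, the mean inhibition of sample wells plus 3 SD, cut at about 27% in these data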;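 also: 0% = acetylcholine EC80 with DMSO and 100% = DMSO without agonist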
CRFBP-R2 agonist: agonists of CRF-BP/CRF-R2 complex, primary screen, cell-based, HEK293, calcium dye fluorescence, uHTS; CRF-binding protein / CRF receptor 2 complex (human); calcium dye fluorescence (FLIPR); percent of saturating CRF peptide response; activation, % at 13.2 µM; 350,000 compounds, 0.46% hits;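 active = activation of at least 50%, plus an integration ratio under a set limit after plate pattern correction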;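 also: plate controls were neutral control wells without compound for no effect and CRF at EC100 for full effect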
M5 ag: human M5 muscarinic receptor agonists, primary screen, CHO-K1 cells, Fluo-8 calcium fluorescence; Muscarinic acetylcholine receptor M5 (Homo sapiens), P08912; CHO-K1 hM5 cells; 0% DMSO wells, 100% maximal acetylcholine response; activation, % at 3 µM; 360,000 compounds, 0.19% hits; AID 624037, 2012;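 active = activation above the run's mean over test compounds plus 3 SD, cut at about 23% in these data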;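 also: signal is peak over basal fluorescence ratio across the kinetic read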
M4 ag: human M4 muscarinic receptor agonists, primary screen, CHO-K1 cells, Fluo-8 calcium fluorescence; CHO-K1 hM4/Gqi5; vehicle 0%, full acetylcholine response 100%; activation, % at 3 µM; 360,000 compounds, 0.14% hits;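 active = activation above the run mean over all test wells plus 3 SD, cut at about 32% in these data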;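 also: peak over basal fluorescence ratio per well then scaled between controls; 0% = DMSO wells and 100% = acetylcholine at EC100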
CHRM5 antagonist: human M5 muscarinic receptor antagonists, primary screen, CHO cells, Fluo-8 calcium fluorescence. inhibition, % at 3 µM. AID 624040, 2012. CHO-hM5 cells, ACh EC80. 360,000 compounds, 0.59% hits;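 active = inhibition above a per-plate cutoff, the mean of that plate's test compounds plus 3 SD, cut at about 27% in these data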;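 also: 0% = acetylcholine EC80 with DMSO and 100% = DMSO without agonist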
Starred values were filed as active, the others as inactive; x = not tested or not shown.

SMILES	M4 PAM	CHRM1 PAM	M5 PAM	CRFBP-R2 block	M4 antag	CRFBP-R2 agonist	M5 ag	M4 ag	CHRM5 antagonist
Cc1cc(Br)ccc1NC(=O)CN(C)C(=O)C1CSC2(C)CCC(=O)N12 (stereo not given)	12	13	8	-13	-3	-0.6	3	3	-3
COc1ccc(NS(=O)(=O)c2ccc(N3C(=O)CCC3=O)cc2)cc1	0	5	-11	-18	12	-0.5	-2	6	21
COc1ccc(NC(=O)CON=CC(=O)Nc2ccc(C)cc2)c(OC)c1	-2	2	-5	-1	7	-0.6	1	2	6
CC(NC(=O)COC(=O)/C=C/c1ccc([N+](=O)[O-])cc1)c1ccccc1 (stereo not given)	-1	-1	1	-11	6	0.8	1	1	1
CCN(CC)c1ccc(/C=C2\CCC(/C=C(\C#N)C(=O)Nc3ccccc3F)=C2N2CCOCC2)cc1	3	9	2	1	-1	-1.8	1	1	0
COc1cc(NC(=O)Nc2cccc(C(C)=O)c2)cc(OC)c1OC	1	5	-3	5	-6	1.1	2	2	-6
O=C(CC1C(=O)NCCN1Cc1c(F)cccc1Cl)NC1CCCC1 (stereo not given)	-9	-5	-11	-7	4	-2.7	-1	1	6
Cc1csc(NC(=O)CSc2nc(=O)n(CCN(C)C)c3c2CCCC3)n1	0	3	5	22	1	-1.1	0	0	2
O=C(c1cccc(C(F)(F)F)c1)C1CCCN(C(=O)CCCn2cncn2)C1 (stereo not given)	-1	-7	-12	-8	-7	0.7	-4	2	13
NC(=O)c1cc(S(=O)(=O)N2CCc3ccccc3C2)cs1	0	-6	-4	-6	-4	-1.1	1	4	7
COCC(=O)N1CCCc2ccccc21	20	10	-5	10	-4	0.9	-2	1	-5
CCNC(=O)COC(=O)c1cc(C)n(-c2ccccc2)c1C	-9	-2	-4	14	9	-1.6	2	0	3
O=C(Nc1nnc(C2=COCCO2)o1)c1ccc(F)cc1	-2	8	4	-4	4	-1.0	-4	0	-5
Cc1cc(C)c(NC(=O)CS(=O)CC(=O)NC2CCCc3ccccc32)c(C)c1 (stereo not given)	2	7	-1	-7	2	-2.3	-8	1	-2
Cc1ccc(CNC(=O)COC(=O)CCOc2ccc(C)cc2)cc1	9	10	3	-1	3	-2.8	-5	-1	-2
O=C(COC(=O)c1n[nH]c(=O)c2ccccc12)Nc1ccccc1	-2	2	1	1	-2	-0.4	4	1	1
O=C(COC(=O)CNC(=O)c1ccccc1)NCCCc1ccccc1	5	15	1	-28	-7	-5.2	-1	2	12
COC(=O)c1cc(C(=O)NCCN2C(=O)S/C(=C\c3cccs3)C2=O)cc([N+](=O)[O-])c1	6	-3	-4	-1	13	-5.7	-1	2	6
O=C(CN1CCN(c2ccccc2)CC1)Nc1ccccc1Sc1ccccc1	-10	-1	-4	-14	8	-1.5	-3	2	6
O=S(=O)(NCC1CCCN(Cc2ccccc2O)C1)c1cccc2cccnc12 (stereo not given)	-2	-4	-2	-1	-5	0.2	-3	1	3
CCOC(=O)C1CCCN(C(=O)c2cnn3c(C(F)F)cc(-c4ccc(C)cc4)nc23)C1 (stereo not given)	2	0	3	6	-12	-1.2	-6	-1	-8
COc1ccc(NC2CC(=O)N(c3ccc(C(=O)O)cc3)C2=O)cc1 (stereo not given)	6	9	5	42	-12	-3.1	0	1	-22
COc1cccc(C(=O)OCC(=O)NCCc2ccccc2)c1OC	-11	2	-1	8	3	-3.7	0	2	-4
Cc1ccc(C)c(-n2c(SCC(=O)O)nc3sc4c(c3c2=O)CCCC4)c1	4	8	20*	-8	-31	1.6	-2	-1	-17
Cc1nc2c(OCc3cccc(Cl)c3)cccn2c1N(C)Cc1cccs1	-9	-13	-12	x	2	x	0	5	15
Following part:
SMILES	M4 PAM	CHRM1 PAM	M5 PAM	CRFBP-R2 block	M4 antag	CRFBP-R2 agonist	M5 ag	M4 ag	CHRM5 antagonist
COc1ccc2[nH]c3c(=O)n(Cc4ccc(C(=O)N5CCC(C(N)=O)CC5)cc4)c(=S)[nH]c3c2c1	1	5	-1	-7	5	1.1	-4	1	11
CCOC(=O)c1c2ccc(OCC(=O)N/N=C/c3ccc(C)cc3)cc2n2ccccc12	2	13	5	-30	4	29	-2	0	-2
O=C(Cn1nc(-c2cccc(Cl)c2)ccc1=O)Nc1ccc(C(=O)NC2CC2)cc1	-4	7	-3	-2	5	-0.4	2	7	8
CO/N=C/c1ccc(Sc2ccccc2N)c([N+](=O)[O-])c1	-4	-4	-4	18	-3	-1.1	-7	-1	-1
O=C1Nc2ccc([N+](=O)[O-])cc2OC1CCN1CCN(Cc2ccccc2)CC1 (stereo not given)	-5	2	-1	-26	1	3.4	-4	2	6
CCN1CCN(c2c(S(=O)(=O)c3ccc(C)c(C)c3)cnc3ccc(F)cc23)CC1	-7	4	0	16	-7	-3.7	-2	3	-3
Brc1ccc(-c2nn3c(Cc4ccccc4)nnc3s2)o1	9	10	11	-26	-3	-0.1	4	0	2
Cc1nn(Cc2ccc(F)cc2)c(Cl)c1/C=N/NC(=O)c1cccnc1	-2	0	-2	5	7	0.1	1	2	6
Cc1cc(C)c2c3c(sc2n1)C(c1cccc(F)c1)C(C#N)=C(N)O3 (stereo not given)	0	2	-7	17	2	-0.5	3	1	2
O=C(NCc1ccc(F)cc1)C1CCCN(C(=O)Nc2ccccc2)C1 (stereo not given)	6	5	-3	1	0	-1.4	-2	1	8
CCCc1c(C(=O)N/N=C/c2ccc(OC)c(OCc3ccccc3)c2)nnn1-c1nonc1N	-1	5	-1	-10	-11	1.1	-2	1	0
Cc1ccc(-c2nnc3n2N=C(c2ccc(Br)cc2)CS3)cc1	2	6	1	14	-9	2.1	1	1	-3
O=C1NC2CCc3nc4ccccc4c(=O)n3C2=Nc2ccccc21 (stereo not given)	-4	-2	0	-11	5	2.0	2	0	5
O=C1OC(CCl)CN1Cc1ccc([N+](=O)[O-])cc1 (stereo not given)	7	0	-1	-6	0	-1.4	-1	1	8
Cc1cc2c(NC(=O)CCCC(=O)O)cccc2nn1	2	5	5	-21	2	0.2	3	0	-3
O=c1[nH]cnc2c1ncn2Cc1ccc([N+](=O)[O-])cc1	0	8	-1	-24	-3	1.6	0	1	3
Cc1ccccc1/C=N/Nc1ccc(Cl)nn1	4	7	-5	-18	-8	4.6	3	1	6
Cc1cc(C)n(CC(=O)NC2CCCN(Cc3ccc(Cl)cc3)C2)n1 (stereo not given)	10	2	-3	0	-16	-2.5	-8	4	3
COc1ccc(NC(=O)N(C)C[C@H]2Oc3ccc(NC(=O)C4CC4)cc3CC(=O)N([C@@H](C)CO)C[C@@H]2C)cc1	4	-4	4	11	-10	-0.6	1	1	-9
O=C(CSc1cccc(C(F)(F)F)c1)Nc1ccc(N2CCOCC2)cc1	10	5	-7	-8	-20	-1.2	0	4	5
CNC(=O)c1[nH]cnc1C(=O)Nc1ccccc1OC	5	4	2	20	6	-0.3	0	3	-7
O=C(Nc1ccc2c(c1)C(=O)N(CC1CCCO1)C2=O)c1cccc(Br)c1 (stereo not given)	-10	2	-13	-33	-5	3.9	3	15	6
Cc1ccc(-c2csc(NC(=O)CSc3nc4ccccc4c(=O)n3CCCN(C)C)n2)cc1	-7	7	7	-7	11	-0.8	-14	4	9
CC(Sc1ccccn1)C(=O)Nc1ccc(S(N)(=O)=O)cc1 (stereo not given)	4	5	-7	-5	20	1.2	-4	2	2
O=C(O)C1CC(=O)N(c2ccc(OCc3c(F)cccc3Cl)cc2)C1 (stereo not given)	-1	12	2	-1	5	-1.2	-2	1	-1
(continued)
SMILES	M4 PAM	CHRM1 PAM	M5 PAM	CRFBP-R2 block	M4 antag	CRFBP-R2 agonist	M5 ag	M4 ag	CHRM5 antagonist
O=C(Cc1ccc(NC(=O)C2CCCN(C(=O)C3CCCCC3)C2)cc1)Nc1cccc(C(=O)N2CCCCC2)c1 (stereo not given)	-2	4	-3	21	-4	0.9	0	0	1
COc1cc(-c2cc(=O)c3ccccc3o2)ccc1O	0	15	-5	20	-9	-2.2	1	2	11
O=C(c1cn(-c2ccccc2)nc1-c1ccccc1)n1nnc2ccccc21	-2	7	1	2	0	0.3	0	0	1
CN(Cc1nc(-c2cnccn2)no1)Cc1n[nH]c2c1CCCC2	10	10	5	4	-7	-0.2	6	3	-8
CCN(CC)CCN(C(=O)c1ccc([N+](=O)[O-])cc1)c1nc2ccc(OC)cc2s1	32*	8	7	-18	-14	5.7	-4	1	-3
O=C(CCNC(=O)c1ccccc1Cl)Nc1ccc(S(=O)(=O)Nc2nccs2)cc1	1	-5	-7	4	9	-1.4	-1	1	26
COc1ccccc1NC(=O)c1cc(Cl)nc2ccccc12	-14	0	-8	-8	0	-0.4	0	9	5
CCOC(=O)CC(=O)CSc1nc2c(C)c(C)ccc2cc1C	-1	3	6	5	1	1.1	-3	-2	3
N#Cc1ccccc1OCC(=O)Nc1cc(S(=O)(=O)N2CCCCC2)ccc1N1CCOCC1	-4	7	0	15	2	2.5	-3	5	-2
COc1ccc(-c2cc3ccc(OCC(N)=O)cc3oc2=O)cc1OC	0	6	-1	3	0	0.4	-2	3	-8
O=C(COc1ccc(-n2cnnn2)cc1)Nc1ccccc1Cl	-3	-1	2	7	13	-1.3	2	2	11
CC(C)CC(NC(=O)OC(C)(C)C)c1cn([C@@H](CCC(=O)OC(C)(C)C)C(=O)N2CCN(C(=O)OC(C)(C)C)CC2)nn1 (stereo not given in full)	3	6	2	3	-3	-0.8	2	0	0
CC(=O)Nc1cc(NC(C)=O)c2nc(N)sc2c1	4	2	0	6	-1	-0.4	-2	0	2
CC(NCc1ccccc1Cl)C(=O)Nc1ccc(S(=O)(=O)N2CCCC2)cc1 (stereo not given)	4	-22	0	-35	-2	-0.5	-4	2	-1
CCn1c(CNC(=O)c2ccc(OC)cc2)nnc1SC	2	2	-1	5	-6	-0.6	0	1	-1
COc1ccc(/C=C2\Oc3cc(OC(=O)N4CCOCC4)ccc3C2=O)c(OC)c1	-3	4	3	-8	9	26	0	2	-5
COc1cccc(OC2(C)CCN(Cc3ccc(-c4ccccn4)cc3)C2)c1 (stereo not given)	-10	-22	-8	x	6	x	-2	4	4

Part of the list above, bar-delimited:
molecule | M4 PAM | CHRM1 PAM | M5 PAM | CRFBP-R2 block | M4 antag | CRFBP-R2 agonist | M5 ag | M4 ag | CHRM5 antagonist
CC(=O)Nc1cc(NC(C)=O)c2nc(N)sc2c1 | 4 | 2 | 0 | 6 | -1 | -0.4 | -2 | 0 | 2
CC(NCc1ccccc1Cl)C(=O)Nc1ccc(S(=O)(=O)N2CCCC2)cc1 (stereo not given) | 4 | -22 | 0 | -35 | -2 | -0.5 | -4 | 2 | -1
CCn1c(CNC(=O)c2ccc(OC)cc2)nnc1SC | 2 | 2 | -1 | 5 | -6 | -0.6 | 0 | 1 | -1

Outcome played no part in choosing rows, and some 2.6% of all compounds hit somewhere here.
